TRPV1 agonist: HTS Assay for Compounds that Act as Agonists of the Vanilloid Receptor 1 | activation, % at 8.33 µM | Transient receptor potential cation channel subfamily V member 1 (Homo sapiens), Q8NER1 | AID 540275, 2011 | TRPV1-expressing cells, Fluo-8 calcium influx, agonist mode | 320,000 tested, 0.19% active; in the data active = activation above about 80%; inconclusive = between about 30% and that limit; also: 0% is about no effect
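Cells expressing TRPV1 were dye-loaded with Fluo-8 and read kinetically: 10 s baseline, 3 min after compound (agonist portion), then 2 min after EC20 capsaicin (allosteric enhancer portion). Calcium-bound dye fluorescence at 480/520 nm.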
Coupling enz: qHTS Assay for Inhibitors of Fructose-1,6-bisphosphate Aldolase from Giardia Lamblia: Coupling assay counterscreen. coupling enzyme system counterscreen, AmpLite Red fluorescence. activity change, negative = inhibition, % at 58.2 µM, hits read low. 290,000 tested, 0.67% active. AID 2472, 2010; in the data active = activity change below about -30%; also: % is scaled to controls: 0 for no effect and ±100 for the full control effect
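Fluorescence at 525 nm excitation and 598 nm emission measured inhibition of the coupled detection system without aldolase. Compounds (at 57.5 uM final) were preincubated 10 min at room temperature with coupling enzyme reagent before a 20 min substrate/AmpLite Red step.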
USP2a inh: qHTS Assay for Inhibitors of Ubiquitin-specific Protease USP2a Using CHOP2 as the Reporter | Potency, µM (doses to about 38.3 µM), without a hit: at the top dose activity change, negative = inhibition, usual class: inhibitors | AID 463254, 2010 | Ubiquitin carboxyl-terminal hydrolase 2 (Homo sapiens), O75604 | USP2 core, Ub-CHOP2 coupled fluorogenic reporter, 485/531 | 330,000 tested, 0.01% active;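 also: potency is read from the fitted curve at half-maximal effect; plate controls were DMSO wells for no effect and full inhibition by NEM control for full effect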
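Cell-free coupled assay: 10nM USP2 core preincubated 30min RT with compound in Tris-HCl pH 8.0/CaCl2/CHAPS buffer, then 25nM Ub-CHOP2 and 25nM reporter substrate; fluorescence (Ex 485/Em 531) read after 60min RT, normalized to NEM inhibition, concentration-response curves fitted.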
Giardia killer: Small Molecules that selectively kill Giardia lamblia: qHTS | 340,000 tested, 0.15% active | activity change, % at 7.66 µM, hits read low | Giardia lamblia trophozoite viability; in the data active = activity change below about -80%; inconclusive = between about -30% and that limit;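 also: parasites exposed to compound for two days anaerobically before the ATP read; % is scaled to controls: 0 for no effect and ±100 for the full control effect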
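Anaerobic 48 hrs incubation at 37 deg C of 100 trophozoites/well with test compounds; ATPLite 1-Step luminescence, 15-30 min RT, reports cellular ATP as viability.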
B2AR arrestin: qHTS assay of beta-arrestin-biased ligands of beta2-adrenergic receptor. beta-arrestin recruitment to beta2AR, cell-based reporter. Potency, µM (series often up to 46.1 µM), without a hit: top-dose activation, most hits filed as activators. 330,000 tested, 0.02% active;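 also: potency is read from the fitted curve at half-maximal effect; 0% = DMSO controls and full agonism = EC100 isoproterenol or metaproterenol; nearly all actives have a fitted effect of over 65% in size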
Target sequence (P07550 whole entry, looked up): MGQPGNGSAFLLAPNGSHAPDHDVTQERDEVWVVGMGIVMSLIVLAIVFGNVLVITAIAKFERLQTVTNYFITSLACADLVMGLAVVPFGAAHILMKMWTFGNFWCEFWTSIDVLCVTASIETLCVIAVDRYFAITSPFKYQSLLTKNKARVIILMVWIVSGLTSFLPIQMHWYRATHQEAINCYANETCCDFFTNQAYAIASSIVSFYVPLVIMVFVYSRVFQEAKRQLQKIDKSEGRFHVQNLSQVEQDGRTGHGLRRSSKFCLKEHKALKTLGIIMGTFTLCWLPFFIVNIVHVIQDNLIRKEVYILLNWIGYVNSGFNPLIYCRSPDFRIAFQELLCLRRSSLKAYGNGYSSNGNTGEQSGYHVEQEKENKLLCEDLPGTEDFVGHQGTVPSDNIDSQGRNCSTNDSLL
CXXC DNA block: qHTS Fluorescence Polarization Assay for Inhibitors of MLL CXXC domain - DNA interaction | Histone-lysine N-methyltransferase 2A (Homo sapiens), Q03164 | MLL-CXXC / FITC-HOXA9 DNA fluorescence polarization | Potency, µM (series often up to 115 µM), without a hit: at the highest dose activity change, negative = inhibition, usual class: inhibitors | AID 2662, 2010 | 290,000 tested, 0.037% active; active = well fitted inhibition curve with a large enough effect in the polarisation, with a control signal flat, not every such curve was filed as active; inconclusive = small, poorly fitted or top-dose-only effect, or effect the other way, or a change in a side signal; inactive = no such curve, though single readings can be large or run the other way; the % refers to the polarisation; also: potency is read from the fitted curve at half-maximal effect
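Fluorescence polarization: 7 uM MLL-CXXC (stock) preincubated 5 min with compounds, then 50 nM fluorescein-HOX-A9 DNA (stock) added; 30 min ambient. Buffer 50 mM Tris-HCl pH 7.5, 50 mM NaCl, 1 mM DTT, 0.05% BSA.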
PKM2 act: qHTS Assay for Activators of Human Muscle isoform 2 Pyruvate Kinase. Pyruvate kinase PKM (Homo sapiens), P14618. purified PKM2, Kinase-Glo ATP luminescence, activation; response scale: 0% is enzyme alone, no compound. Potency, µM (doses to about 57.5 µM), for inactives: at the highest dose activation, hits mostly activators. 260,000 tested, 0.34% active. AID 1631, 2009; also: potency is read from the fitted curve at half-maximal effect; % is scaled to controls: 0 for no effect and ±100 for the full control effect; nearly all actives have a fitted effect of over 55% in size
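Kinase-Glo luminescence reports ATP generated from ADP (0.1 mM) and PEP (0.5 mM) by purified hPK-M2 after 1 h at room temperature, pH 7.2 imidazole buffer; intermediate enzyme activity allows detecting inhibitors and activators.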
hERG WT inh: qHTS for Inhibitors of KCHN2 3.1: Wildtype qHTS; Voltage-gated inwardly rectifying potassium channel KCNH2 (Homo sapiens), Q12809; U2OS, BacMam KCNH2, thallium flux FluxOr; active compounds read low; activity change, % at 1.84 µM; 340,000 tested, 0.37% active; AID 720551, 2013;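 active = maximum activity change below -70%; inconclusive = maximum activity change between -70% and -50%; inactive = maximum activity change above -50%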; also: % is scaled to controls: 0 for no effect and ±100 for the full control effect
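U2OS cells were transduced with wild-type KCNH2 virus (2.03 x 10^8 / mL) for 4 h at room temperature, then cultured overnight at 37 C. Thallium flux was read with FluxOr dye. Rate constants were normalized to DMSO controls.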
Menin-MLL TR inh: qHTS Assay for Inhibitors Targeting the Menin-MLL Interaction in MLL Related Leukemias: Competition With Texas Red Labeled MLL-derived Mutant Peptide; Potency, µM (doses to about 61.6 µM), inactives show top-dose FP activity change, negative = inhibition, most hits filed as inhibitors; AID 1768, 2009; Menin + Texas Red MLL mutant peptide, fluorescence polarization; 270,000 tested, 0.23% active; O00255; active = well fitted inhibition curve with a large enough effect in the polarisation, with a control signal flat, not every such curve was filed as active; inconclusive = small, poorly fitted or top-dose-only effect, or effect the other way, or a change in a side signal; inactive = no such curve, though single readings can be large or run the other way; the % refers to the polarisation; also: potency is read from the fitted curve at half-maximal effect; % of control where 0% means no effect; many of its hits are not listed in these tables
KCNH2 3.1 inh: qHTS for Inhibitors of KCHN2 3.1: Mutant qHTS. U2OS KCNH2 3.1, thallium flux FluxOr; active compounds read low. Potassium voltage-gated channel subfamily H member 2, brain isoform KCNH2 3.1 (human). 340,000 tested, 0.95% active. activity change, % (tested at about 1.8 µM);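 active = maximum activity change below -70%; inconclusive = maximum activity change from -70% to -50%; inactive = maximum activity change above -50%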;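 also: thallium influx rate constant from kinetic fluorescence after stimulation buffer; % is scaled to controls: 0 for no effect and ±100 for the full control effect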
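Measured as rate of thallium-driven FluxOr signal in transduced U2OS cells carrying the 3.1 channel, read kinetically for 2 min upon stimulation; values are rate constants scaled to DMSO control wells.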
GALK inhibitor: qHTS Assay for Inhibitors of Human Galactokinase (GALK) | Purified GALK, Kinase-Glo residual ATP luminescence | 270,000 tested, 0.007% active | P51570 | AID 1868, 2009 | Potency, µM (highest dose often 57.5 µM), for inactives: top-dose activity change, negative = inhibition, most hits filed as inhibitors; also: potency is read from the fitted curve at half-maximal effect; % is scaled to controls: 0 for no effect and ±100 for the full control effect
Target sequence (P51570 whole entry, looked up): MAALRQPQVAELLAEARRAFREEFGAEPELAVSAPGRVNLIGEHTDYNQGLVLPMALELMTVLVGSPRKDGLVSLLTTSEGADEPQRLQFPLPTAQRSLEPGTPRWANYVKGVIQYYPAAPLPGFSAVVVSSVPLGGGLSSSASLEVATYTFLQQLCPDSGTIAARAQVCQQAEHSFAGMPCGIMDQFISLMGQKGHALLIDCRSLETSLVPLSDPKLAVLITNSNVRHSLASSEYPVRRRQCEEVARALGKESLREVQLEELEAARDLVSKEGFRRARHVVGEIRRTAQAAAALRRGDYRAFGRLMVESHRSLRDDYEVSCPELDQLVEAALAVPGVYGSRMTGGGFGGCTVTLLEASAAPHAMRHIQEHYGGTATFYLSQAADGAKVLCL
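Compounds were pin-transferred into ATP buffer (35 uM final), then GALK plus galactose (5 nM, 100 uM final) was added. After 1 h at room temperature, Kinase-Glo Plus was added and luminescence read after 10 min.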
Active calls of the source: *; ? = inconclusive; nt = not tested or not shown; [ ] = remark or other dose. Unless noted, calls follow the shape of the dose curve; as a rule, active = well fitted curve in the direction sought with a large enough effect; inconclusive = small, poorly fitted or top-dose-only effect, or another doubt; inactive = no such curve, though single readings can be large; an effect the other way counts as inactive or inconclusive. Some of the compounds tested; count on the stated rates, not on these rows.

SMILES	TRPV1 agonist	Coupling enz	USP2a inh	Giardia killer	B2AR arrestin	CXXC DNA block	PKM2 act	hERG WT inh	Menin-MLL TR inh	KCNH2 3.1 inh	GALK inhibitor
Cc1ccc(Nc2nnc(SCC(=O)c3cc4ccccc4o3)s2)cc1C	3	2	1%	36[activator]	-2.1%	5%	-4%	-5	?	-6	2%
CCC(=O)Nc1ccc(Nc2nc(C)c([N+](=O)[O-])c(Nc3ccc(NC(=O)CC)cc3)n2)cc1	1	-10	1%	12	-0.1%	14%	10%	6	?	-18	2%
Cc1cc(C)cc(OCC(=O)NNC(=O)CCN2C(=O)c3ccccc3C2=O)c1	2	2	2%	-6	-3.2%	-6%	-6%	0	16%	-19	1%
O=C(O)c1ccc2c(c1Nc1ccccc1)C(=O)c1ccccc1C2=O	-6	-6	0%	10	-0.3%	5%	-28%	-4	?	-1	0%
O=C(C1CCC(=O)N(C2CCCC2)C1)N1CCN(c2ccc(Cl)cc2)CC1 (stereo not given)	-4	-3	0%	8	-0.5%	7%	-1%	-1	-25%	-2	10%
CN(C(=O)COc1ccc(S(=O)(=O)N2CCOCC2)cc1[N+](=O)[O-])C1CCS(=O)(=O)C1 (stereo not given)	0	-1	2%	-6	-1.0%	-11%	-11%	-12	nt	4	nt
C=CCNC(=O)NC(=O)COC(=O)COc1ccc(Br)cc1F	-3	0	-1%	7	0.5%	4%	15%	-1	7%	5	6%
O=S(=O)(c1ccccc1Cl)N1CCC(O)(c2ccc3c(c2)OCO3)CC1	14	8	4%	-12	-0.4%	0%	8%	-14	2%	3	1%
Cc1nnc(SCCN2CCOCC2)n1C	1	-1	1%	5	-1.7%	-4%	-6%	8	0%	-22	nt
COC(=O)c1ccc(NC(=S)Nc2ccccn2)cc1	-3	1	-3%	-2	0.0%	11%	4%	2	16%	3	1%
CCn1c(SCC(=O)N2CCCC2)nnc1-c1ccc(N)cc1	-5	6	5%	-14	-1.1%	0%	2%	-4	23%	1	-3%
CCOC(=O)c1c(C)sc2c1N(C(=O)CN(CC)CC)c1cc(Cl)ccc1S2	?	-1	1%	-1	0.2%	5%	-5%	5	-27%	-6	-1%

The list goes on, overlapping the part above by 7 compounds.
SMILES	TRPV1 agonist	Coupling enz	USP2a inh	Giardia killer	B2AR arrestin	CXXC DNA block	PKM2 act	hERG WT inh	Menin-MLL TR inh	KCNH2 3.1 inh	GALK inhibitor
CN(C(=O)COc1ccc(S(=O)(=O)N2CCOCC2)cc1[N+](=O)[O-])C1CCS(=O)(=O)C1 (stereo not given)	0	-1	2%	-6	-1.0%	-11%	-11%	-12	nt	4	nt
C=CCNC(=O)NC(=O)COC(=O)COc1ccc(Br)cc1F	-3	0	-1%	7	0.5%	4%	15%	-1	7%	5	6%
O=S(=O)(c1ccccc1Cl)N1CCC(O)(c2ccc3c(c2)OCO3)CC1	14	8	4%	-12	-0.4%	0%	8%	-14	2%	3	1%
Cc1nnc(SCCN2CCOCC2)n1C	1	-1	1%	5	-1.7%	-4%	-6%	8	0%	-22	nt
COC(=O)c1ccc(NC(=S)Nc2ccccn2)cc1	-3	1	-3%	-2	0.0%	11%	4%	2	16%	3	1%
CCn1c(SCC(=O)N2CCCC2)nnc1-c1ccc(N)cc1	-5	6	5%	-14	-1.1%	0%	2%	-4	23%	1	-3%
CCOC(=O)c1c(C)sc2c1N(C(=O)CN(CC)CC)c1cc(Cl)ccc1S2	?	-1	1%	-1	0.2%	5%	-5%	5	-27%	-6	-1%
Cc1ccccc1C(=O)Nc1ccc2c(c1)CCCN2C(=O)c1cccs1	2	nt	2%	-29	-0.2%	-14%	nt	3	nt	-10	0%
CC(C)OCC(O)Cn1c(N2CCCC2)nc2c1c(=O)n(C)c(=O)n2C (stereo not given)	2	1	2%	6	0.2%	-16%	5%	3	-12%	-34	0%
CC(=O)/C(C(=N)N1CCN(Cc2ccccc2)CC1)=C(\C)O	-2	-2	0%	-10	-0.3%	-4%	-1%	0	0%	-3	-5%
O=C(CSc1nncn1-c1ccccc1)Nc1ccccc1	-6	1	2%	-5	-0.1%	-1%	-1%	-10	8%	14	0%
O=C(O)c1nn(-c2cccc(C(F)(F)F)c2)ccc1=O	-1	3	0%	-14	-0.7%	12%	nt	-10	3%	19	-1%
CCN(CCCNC(=O)CN1C(=O)COc2ccccc21)c1cccc(C)c1	20	2	0%	2	-0.1%	16%	1%	-8	3%	4	0%
CC1CCN(C(=O)Cn2cc3c(n2)CCCC3)CC1	2	3	2%	16	-0.2%	4%	5%	-1	5%	-2	1%
CSCCC(NS(=O)(=O)c1ccccc1F)C(=O)NNC(=O)c1csc(N2CCOCC2)n1 (stereo not given)	0	nt	0%	-2	0.1%	nt	nt	-4	nt	19	nt
Cc1ccccc1CNS(=O)(=O)c1c(C)[nH]c(C)c1C(=O)N1CCCCC1	1	0	3%	9	0.1%	-2%	-2%[0.46 µM]	9	-6%	7	0%
O=C(Nc1ccccc1F)c1ccc(S(=O)(=O)N2CCCCCC2)cc1	?	nt	-1%	22	0.2%	nt	nt	2	nt	-22	nt
Cc1cc(C)n(-c2ccc(NC(=O)C3CCN(Cc4cc(C)c(C)o4)CC3)cc2)n1	2	-3	2%	9	-0.9%	?	1%	4	-12%	-2	6%
Cc1ccc(N(C(=O)CCC(=O)Nc2cc(C)on2)C(C(=O)NC2CCCC2)c2ccccc2)cc1 (stereo not given)	25	4	7%	-3	-0.3%	13%	1%	-7	?	-4	0%
CC(C)O/C(=N\S(=O)(=O)c1ccc(Cl)cc1)c1ccccc1	-2	0	6%	9	-0.2%	-3%	-1%	-6	1%	-5	-2%
COc1cc(C2c3c(n[nH]c3C)C(=O)N2c2ccc(Br)cc2)ccc1O (stereo not given)	0	6	0%	-17	-0.8%	-5%	-1%	3	-12%	?	-2%
CCOC(=O)C(c1ccccc1)C(Nc1ccccc1)c1ccccn1 (stereo not given)	16	5	0%	?	0.6%	4%	20%	-5	nt	-2	0%
CCNC(=O)NC(=O)C(C)OC(=O)C1CCN(S(=O)(=O)c2ccccc2C(=O)OC)CC1 (stereo not given)	0	-1	2%	5	0.1%	0%	7%	9	-12%	-29	0%
O=C(Nc1cc(Cl)cc(Cl)c1)c1cccc(OC(F)F)c1	-1	-3	-7%	-9	-0.7%	-10%	-6%	-7	?	-15	0%
O=C(CN(Cc1ccccc1Cl)C(=O)c1ccc(CN2CCOCC2)o1)NCc1ccccc1	7	1	1%	8	0.1%	-4%	-1%	2	-1%	-1	3%
Cc1cccc(C(=O)N2c3ccccc3C(=O)OC2c2ccc3c(c2)OCO3)c1 (stereo not given)	25	-8	0%	-11	-0.2%	-2%	-6%	-5	-22%	nt	nt
Cn1cccc1C(=O)OCC(=O)Nc1ccc2c(c1)OCCO2	nt	nt	-2%	0	-0.8%	nt	nt	0	nt	-1	nt
COc1ccccc1CNS(=O)(=O)c1ccc2c(c1)NC(=O)C(C)S2 (stereo not given)	?	-1	2%	25	0.2%	-1%	nt	-11	1%	-13	2%
CC(C1CC1)N(C(=O)c1ccccc1[N+](=O)[O-])c1ccccc1 (stereo not given)	27	3	0%	38[activator]	-0.4%	-5%	-2%	-2	-3%	15	6%

Assay outcomes (PubChem)
